B2AR arrestin – recruits beta-arrestin to the human beta2-adrenergic receptor; P07550; beta-arrestin recruitment to beta2AR, cell-based reporter; Potency, µM (doses to about 46.1 µM), without a hit: at the top dose activation, actives largely listed as activators; 0.02% of 330,000 active; AID 492947;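 further: potency means the concentration at half of the fitted maximal effect; 0% = DMSO controls and full agonism = EC100 isoproterenol or metaproterenol; nearly all actives have a fitted effect of over 65% in size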
p53 reactivation – mutant p53 re-activation in reporter cells; H1299 p53-A138V BP100-luciferase reporter, luminescence, 24 h; Potency, µM (series often up to 92.2 µM), for inactives: at the highest dose activity change, positive = activation, most hits filed as activators; 0.063% of 320,000 active; AID 504706; further: potency means the concentration at half of the fitted maximal effect; % of control where 0% means no effect; nearly all actives have a fitted effect of over 45% in size
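H1299 (p53-null), stable ts p53-A138V + BP100-Luc; 1000 cells/well, Opti-MEM/10% FBS; cpd 4 pt, 1:5; 24 h, 37 deg C, 5% CO2; detection reagent 10 min RT; luminescence.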
TRPV1 ag – human TRPV1 agonism | Q8NER1 | TRPV1-expressing cells, Fluo-8 calcium influx, agonist mode | activation, % at 8.33 µM | 0.19% of 320,000 active; in the data active means activation above about 80%; inconclusive means between about 30% and that limit; further: 0% is about no effect
Target sequence (Q8NER1 whole entry, looked up): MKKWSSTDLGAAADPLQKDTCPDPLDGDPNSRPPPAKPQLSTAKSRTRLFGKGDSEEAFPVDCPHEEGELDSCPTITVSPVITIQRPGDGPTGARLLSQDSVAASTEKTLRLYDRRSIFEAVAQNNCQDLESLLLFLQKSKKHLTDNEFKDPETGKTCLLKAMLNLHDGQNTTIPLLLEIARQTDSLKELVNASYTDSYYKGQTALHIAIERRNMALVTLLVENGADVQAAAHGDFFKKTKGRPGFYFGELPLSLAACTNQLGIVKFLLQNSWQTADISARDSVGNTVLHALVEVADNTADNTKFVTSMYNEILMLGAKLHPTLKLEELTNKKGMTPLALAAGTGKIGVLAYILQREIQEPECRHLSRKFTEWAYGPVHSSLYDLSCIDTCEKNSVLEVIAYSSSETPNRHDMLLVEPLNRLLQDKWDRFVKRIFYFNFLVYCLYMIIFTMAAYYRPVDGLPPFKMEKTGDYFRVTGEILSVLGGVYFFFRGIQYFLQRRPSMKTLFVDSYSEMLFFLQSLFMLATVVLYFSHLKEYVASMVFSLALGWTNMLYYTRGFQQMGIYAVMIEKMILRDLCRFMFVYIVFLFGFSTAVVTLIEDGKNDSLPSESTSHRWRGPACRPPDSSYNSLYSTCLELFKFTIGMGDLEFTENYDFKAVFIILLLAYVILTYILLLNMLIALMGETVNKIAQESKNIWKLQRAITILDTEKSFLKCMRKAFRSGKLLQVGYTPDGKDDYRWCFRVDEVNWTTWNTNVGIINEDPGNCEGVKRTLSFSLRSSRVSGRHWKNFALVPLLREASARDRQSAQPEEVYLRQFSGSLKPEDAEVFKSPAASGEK
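Cells expressing TRPV1 were dye-loaded with Fluo-8 and read kinetically: 10 s baseline, 3 min after compound (agonist portion), then 2 min after EC20 capsaicin (allosteric enhancer portion). Calcium-bound dye fluorescence at 480/520 nm.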
ELG1 repair inh – ELG1-dependent DNA repair inhibition | Potency, µM (top dose mostly 46.1 µM), for inactives: top-dose activity change, negative = inhibition, most hits filed as inhibitors | 2.3% of 330,000 active | HEK293T ELG1-luciferase reporter, luminescence, 16 h; DNA damage induced by 5-fluorouridine; further: potency means the concentration at half of the fitted maximal effect; on the % scale 0 is the no-effect control and ±100 the full control effect; nearly all actives have a fitted effect of over 55% in size
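Step one: seed 2,000 cells per well. Step two: pin-transfer compound or DMSO alongside 5-fluorouridine. Step three: incubate 16 hr, 37 °C, 5% CO2. Step four: add ONE-Glo, wait 30 min, read luminescence.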
a7 integrin act – activators of alpha7 integrin expression for muscular dystrophy; alpha7betagal myoblasts, beta-gal FDG fluorescence, 48 h; Potency, µM (top dose mostly 38.3 µM), for the others: at the highest dose activation, actives largely listed as activators; 0.064% of 350,000 active; AID 624291;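 further: potency means the concentration at half of the fitted maximal effect; 100% = response of the positive control SU9516; nearly all actives have a fitted effect of over 60% in size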
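alpha7betagal+/- myoblasts (passage 13, 250/well) treated 48 h at 37C with compounds at 1:260 dilution of DMSO stock. Lysed, then beta-galactosidase activity read as FDG fluorescence (ex 480/em 540) after 30 min, with pre-read for autofluorescence.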
TCR activator – activators of T cell receptors; primary human leukocytes, anti-CD3, IL-2 HTRF, 48 h; Potency, µM (titrated, usually from 9.22 µM), without a hit: top-dose activation of IL-2 secretion, actives largely listed as activators; 330,000 tested, under 10 active; AID 504894; further: % of control where 0% means no effect
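Primary human leukocytes incubated 48 hr with anti-CD3 beads plus compound, without co-stimulation. Secreted IL-2 measured by HTRF (europium cryptate/d2 anti-IL-2 pair, 320 nm excitation, 665 nm emission).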
MLL CXXC-DNA inh – blocks binding of human MLL CXXC domain to DNA; AID 2662; MLL-CXXC / FITC-HOXA9 DNA fluorescence polarization; 0.037% of 290,000 active; Q03164; Potency, µM (doses to about 115 µM), for inactives: top-dose activity change, negative = inhibition, usual class: inhibitors; active means well fitted inhibition curve with a large enough effect in the polarisation, with a control signal flat, not every such curve was filed as active; inconclusive means small, poorly fitted or top-dose-only effect, or effect the other way, or a change in a side signal; inactive means no such curve, though single readings can be large or run the other way; the % refers to the polarisation; further: potency means the concentration at half of the fitted maximal effect
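Purified MLL-CXXC (added from a 7 uM solution) was preincubated 5 min at ambient with pinned compounds in 50 mM Tris-HCl pH 7.5, 50 mM NaCl, 1 mM DTT, 0.05% BSA. Fluorescein-labeled HOX-A9 DNA (50 nM solution) followed, 30 min, then polarization read.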
PTAP TSG101 blk – blocks PTAP/TSG101 interaction to inhibit HIV-1 budding. 340,000 tested, under 10 active. Potency, µM (top dose mostly 115 µM), for the others: top-dose activity change, negative = inhibition, actives largely listed as inhibitors. Fluorescence polarization, FITC-PTAP peptide / Tsg101 binding. Q99816; active means well fitted inhibition curve with a large enough effect in the main read-out, with a control signal flat, not every such curve was filed as active; inconclusive means small, poorly fitted or top-dose-only effect, or effect the other way, or a change in a side signal; inactive means no such curve, though single readings can be large or run the other way; further: potency means the concentration at half of the fitted maximal effect; % of control where 0% means no effect
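FP read-out: FITC-PTAP peptide, 50 nM final, binding Tsg101 binding domain, 10 uM final; 20 min, r.t.; 10 mM HEPES pH 7.5, 0.15 M NaCl, 0.01% Tween 20, 3 mM EDTA, 0.1 mM TCEP.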
AT treatment – potential ataxia-telangiectasia treatment. […] A-T fibroblasts, KAP-1 phosphorylation AlphaLISA; neocarzinostatin DNA damage 30 min before lysis. Potency, µM (doses to about 57.5 µM), for inactives: top-dose activation, most hits filed as activators. 0.19% of 320,000 active; further: potency means the concentration at half of the fitted maximal effect; % of control where 0% means no effect; nearly all actives have a fitted effect of over 45% in size
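hTERT-immortalized A-T patient fibroblasts ([…]), 500 cells/well in OPTI-MEM, 1% FBS, got compounds for 60 min, then NCS for 30 min at 37C. Lysates were then assayed for phospho-KAP-1 by AlphaLISA (anti-pKAP1 donor, anti-KAP1 acceptor beads), 6 hr at 25C.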
BRCA1 expr act – BRCA1 expression activation; 1.1% of 380,000 active; Potency, µM (highest dose often 46.1 µM), without a hit: top-dose activation, actives largely listed as activators; MCF7-BRCA1-FFLuc reporter, luminescence, 48 h; response scale: scaled: vehicle 0%, 10 µM genistein 100%; AID 624202; further: potency means the concentration at half of the fitted maximal effect; nearly all actives have a fitted effect of over 80% in size; some results filed as inactive show a strong effect at the top dose
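First, MCF7-BRCA1-FFLuc cells (2000/well) attach for 2 h; next, compounds are pin-added and incubated 48 h at 37 °C; finally, luciferase reagent is added and luminescence read after 15 min.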
* = called active by the depositor; ? = inconclusive; / = no result given; [ ] = dose if it differs, or a comment. Unless noted, the call rests on the fitted dose curve; in most records, active means well fitted curve in the direction sought with a large enough effect; inconclusive means small, poorly fitted or top-dose-only effect, or another doubt; inactive means no such curve, though single readings can be large; an effect the other way counts as inactive or inconclusive.

SMILES	B2AR arrestin	p53 reactivation	TRPV1 ag	ELG1 repair inh	a7 integrin act	TCR activator	MLL CXXC-DNA inh	PTAP TSG101 blk	AT treatment	BRCA1 expr act
C=CCNC1=C(Cl)C(=O)N(c2ccccc2Cl)C1=O	3.6%	22.4%	7.9	-11.1%	-30.6%	6.9%	1.9%	-0.3%	-6.8%	7.1%
O=C(CN1C(=O)C2CCCCC2C1=O)NC1CCCc2ccccc21 (configuration not stated)	-1.0%	-7.7%	2.7	18.0%	12.1%	-3.7%	/	0.6%	-0.4%	-0.7%
O=[N+]([O-])c1ccc(-c2nc3ccc([N+](=O)[O-])cc3[nH]2)cc1	-0.1%	?	8.7	?	7.3%	-10.6%	-3.0%	0.7%	-1.7%	-23.6%
Cc1cc(C)c(OCC(=O)OCC(=O)N2c3ccccc3CC2C)c(C)c1 (configuration not stated)	0.2%	8.7%	-1.8	?	52.8%	-2.2%	/	-3.1%	5.3%	-11.1%
O=C(Nc1cccc(Cl)c1)NC1CCCCC1	0.1%	?	12.3	?	9.0%	-5.5%	-7.9%	-7.5%	-3.0%	?
N#Cc1ccc(COC(=O)CC(NC(N)=O)c2ccc(Cl)cc2)cc1 (configuration not stated)	-0.1%	-4.1%	0.9	1.7%	?	0.5%	11.7%	1.4%	-2.4%	-33.8%
Cc1noc(C)c1C(=O)OCC(=O)Nc1ccc(C(N)=O)cc1	0.0%	1.3%	-1.4	0.0%	?	3.8%	1.8%	-0.1%	-2.0%	-3.6%
Cc1ccc(S(=O)(=O)Nc2ncnc3sccc23)cc1C	-0.9%	0.3%	18.1	14.1%	-7.7%	17.6%	/	-1.2%	9.8%	2.3%
O=C(O)C1CSC(c2ccco2)N1 (configuration not stated)	-1.0%	-1.0%	2.0	4.3%	-9.8%	2.6%	5.0%	-2.4%	-1.1%	0.0%
CCOc1ccc(OCc2cccc(C(=O)N3CCCCCC3)c2)cc1	-1.0%	-12.1%	8.0	?	-22.9%	9.7%	26.0%	-0.7%	4.5%	?
COC(=O)Cc1[nH]nc2c1C(c1ccc(O)c(OC)c1)C(C#N)=C(N)O2 (configuration not stated)	0.0%	-2.4%	3.1	1.1%	-9.5%	7.2%	-0.9%	-4.8%	14.1%	4.8%
Cc1ccc(N(CC(=O)Nc2ccc(Br)c(C)c2)S(=O)(=O)c2c(C)[nH]c(=O)[nH]c2=O)cc1	0.3%	3.5%	-2.6	7.2%	5.8%	-2.2%	-0.8%	-4.8%	2.4%	-1.4%
COc1ccc(NS(=O)(=O)c2ccc3oc(SCc4ccc(F)cc4)nc3c2)cc1	0.2%	5.5%	-0.7	-12.4%	-47.4%[inhibitor]	-8.8%[46.1 µM]	5.0%	-0.1%	8.8%	-70.6%
CCc1nnc(NS(=O)(=O)c2ccc(NCc3ccccc3O)cc2)s1	-0.4%	-1.5%	-1.3	0.1%	-20.3%	4.8%	-1.2%	-1.4%	-3.2%	0.0%
CC(Cc1ccccc1)C(=O)NCc1ccccn1 (configuration not stated)	4.3%	13.6%	1.7	?	14.0%	3.3%	8.4%	/	-13.9%	9.2%
Nc1nccc(/C=C/c2ccc(Cl)cc2)n1	-1.8%	20.8%	8.3	?	19.5%	-2.9%	-10.2%	0.9%	3.0%	?
Cc1cccc(NC(=O)CNC(=O)CSc2nnc(C(F)(F)F)n2C)c1C	0.1%	5.5%	-3.3	6.2%	28.4%	-6.7%	/	-4.6%	1.0%	5.6%
COc1ccc(-c2noc(CCC(=O)NCc3cccnc3)n2)cc1	-0.3%	?	2.3	-8.6%	-0.6%[7.66 µM]	-1.9%	-20.6%	-2.1%	5.0%	11.4%
O=C(CSc1nnc(-c2ccncc2)o1)Nc1ccccc1C(F)(F)F	-0.5%	3.3%	1.0	-2.1%	29.3%	4.6%	11.3%	-0.6%	-14.7%	0.7%
CCN(CC)c1ncnc2ccc(Br)cc12	-0.6%	-0.5%	0.1	?	17.1%	-0.3%	-2.2%	-1.5%	-4.6%	-22.2%
Cc1ccccc1S(=O)(=O)Nc1ncnc2scc(-c3ccccc3)c12	1.0%	-3.0%	2.9	11.7%	20.3%	-5.8%[46.1 µM]	?	-7.6%	-5.5%	-26.2%
COc1ccc(OC)c(CN2CCN(C(=O)CCNC(=O)c3ccc(Br)cc3)CC2)c1	-0.2%	-2.7%	-0.7	1.2%	16.3%	-2.0%	/	-0.4%	-0.3%	-12.8%
O=C1Nc2ccccc2OCc2c1cccc2[N+](=O)[O-]	0.0%	3.0%	-0.6	3.4%	6.1%	1.3%	2.5%	1.6%	3.9%	-6.4%
O=C1CCCc2nc(N3CCN(C(c4ccccc4)c4ccccc4)CC3)ncc21	-0.6%	20.4%	-1.3	?	-23.1%	-10.4%	0.7%	-1.7%	0.8%	-23.9%
CC1CN(C2CCN(S(=O)(=O)c3ccc(F)cc3)CC2)CC(C)O1 (configuration not stated)	-0.1%	-9.9%	-0.3	-9.0%	17.6%	0.0%	7.8%	-1.5%	4.2%	17.9%

One compound at a time (already shown).
N#Cc1ccc(COC(=O)CC(NC(N)=O)c2ccc(Cl)cc2)cc1 (configuration not stated) is listed with B2AR arrestin = -0.1%; p53 reactivation = -4.1%; TRPV1 ag = 0.9; ELG1 repair inh = 1.7%; a7 integrin act = ?; TCR activator = 0.5%; MLL CXXC-DNA inh = 11.7%; PTAP TSG101 blk = 1.4%; AT treatment = -2.4%; BRCA1 expr act = -33.8%
Cc1ccc(S(=O)(=O)Nc2ncnc3sccc23)cc1C is listed with B2AR arrestin = -0.9%; p53 reactivation = 0.3%; TRPV1 ag = 18.1; ELG1 repair inh = 14.1%; a7 integrin act = -7.7%; TCR activator = 17.6%; MLL CXXC-DNA inh = /; PTAP TSG101 blk = -1.2%; AT treatment = 9.8%; BRCA1 expr act = 2.3%

Later entries.
SMILES	B2AR arrestin	p53 reactivation	TRPV1 ag	ELG1 repair inh	a7 integrin act	TCR activator	MLL CXXC-DNA inh	PTAP TSG101 blk	AT treatment	BRCA1 expr act
CC(C)(C)c1csc(NC(=O)c2c(F)c(F)c(F)c(F)c2F)n1	-0.2%	/	13.0	-9.5%	0.0%	-1.2%	6.3%	-3.5%	-3.4%	-51.0%
CC1CN(C(=S)Nc2ccc(Br)cc2)CC(C)O1 (configuration not stated)	-1.1%	-7.6%	3.8	-11.9%	-15.9%	-0.1%	-1.1%	-0.9%	-6.2%	0.0%
COc1cccc(COC(=O)C2CC(=O)N(Cc3ccc(C)cc3)C2)c1OC (configuration not stated)	0.5%	0.9%	8.8	-1.2%	6.1%	1.7%	/	-0.5%	5.4%	-0.8%
O=C(CSc1ccccc1F)NCC1(N2CCCCC2)CCCCC1	0.3%	-3.9%	3.0	?	13.4%	1.0%	/	-2.9%	-4.0%	1.2%
COc1ccc(C(O)P(=O)(OCCC(C)C)c2ccc(N(C)C)cc2)cc1OC (configuration not stated)	-0.1%	-4.7%	/	-4.4%	-9.7%	1.0%	-0.8%	-1.9%	-4.3%	-2.8%
CCc1ccc(NC(=O)Cn2c(=O)n(CCCC(=O)NCc3ccco3)c(=O)c3ccccc32)cc1	-0.3%	-5.6%	0.3	1.7%	10.3%	-5.5%	43.4%[activator]	-1.0%	-6.0%	-18.7%
CCOc1ccc(CC(=O)NCc2cn3c(C)csc3n2)cc1	-0.2%	-5.9%	0.1	4.1%	0.6%	4.7%	0.2%	0.1%	-5.1%	-7.5%
Cc1ccc(NC(=O)/C(=C\C=C\c2ccccc2)NC(=O)c2ccccc2)cc1	-1.5%	10.3%	6.7	3.2%	-19.1%	10.4%	5.0%	-9.5%	3.8%	6.5%
CC(C)(C)NC(=O)CSc1nc(-c2ccccc2)c(-c2ccccc2)[nH]1	-0.1%	0.6%	17.1	-18.1%	-14.9%	/	-3.4%	-11.0%	1.0%	-55.6%
O=C1C(Cl)=C(N2CCOCC2)C(=O)N1c1cccc(Cl)c1	-0.4%	22.2%	?	-3.1%	-37.9%	-0.2%	9.1%	0.0%	-13.9%	-4.9%
COc1ccccc1NC(=O)CCc1nc2sc3c(c2c(=O)[nH]1)CCCC3	-0.2%	-5.6%	13.4	?	-10.5%	-1.7%	/	-1.9%	0.9%	-38.4%
CCc1nnc(NC(=O)c2cc(-c3ccccc3)nn2-c2ccccc2)s1	-1.0%	-3.9%	22.3	0.0%	-23.5%	-0.4%	0.5%	-6.7%	9.9%	-19.6%
CCOC(=O)COc1c(OC)cc(Cl)cc1C1Nc2ccccc2C(=O)N1c1cccc(C)c1 (configuration not stated)	-1.2%	-5.6%	/	-2.1%	0.0%	/	-5.4%	-1.9%	7.7%	40.5%

Screens from PubChem.
